ABCG2 block – human ABCG2 inhibition, ABCB1 as counter-screen. Q9UNQ0. IgMXP3 cells, JC-1 efflux, flow cytometry. inhibition, % at 6.6 µM. 190,000 compounds, 0.1% hits;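 active = inhibition above 80%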;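 also: 0% = DMSO and 100% = nicardipine control wells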
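Times: 10 min at 25 °C | Test system: Two drug-resistant human cell lines, ABCG2 and ABCB1 | Quantity: 3 million cells/mL final, two lines in 1:1 ratio | Signal: Flow cytometry, 530 nm JC-1 signal | Dosing: Compound at 6.6 µM | Controls: Nicardipine and DMSO wells | Reagent: JC-1 as fluorescent efflux pump substrate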
RGS7-Gao reg – modulates binding of RGS7 to human Galphao | P09471 | Multiplexed bead flow cytometry; actives lie on both sides | binding response (% of control), % at 10 µM | 220,000 compounds, 0.35% hits | AID 1439; in the data active = binding response below about 49% or above about 150%; inconclusive = no clear call, values can overlap the other calls; inactive = in between;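 also: fluorescent Galphao held in activated GDP-AlF4 state binding bead-coupled RGS7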
Target sequence (P09471 whole entry, looked up): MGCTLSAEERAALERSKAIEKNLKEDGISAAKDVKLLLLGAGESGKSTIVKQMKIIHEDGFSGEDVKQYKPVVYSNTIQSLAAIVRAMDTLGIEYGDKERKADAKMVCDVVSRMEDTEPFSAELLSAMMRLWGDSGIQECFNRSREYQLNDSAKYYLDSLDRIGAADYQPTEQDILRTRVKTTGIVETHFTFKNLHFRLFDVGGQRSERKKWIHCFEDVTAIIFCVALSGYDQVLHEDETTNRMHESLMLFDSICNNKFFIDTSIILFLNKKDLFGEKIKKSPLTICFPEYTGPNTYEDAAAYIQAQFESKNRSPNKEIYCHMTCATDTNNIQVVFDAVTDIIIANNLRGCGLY
Bcl-2 Bim block – disrupts Bim peptide binding to human Bcl-2; Bead-based flow cytometry, Bim peptide-Bcl-2 binding; inhibition, % at 10 µM; 190,000 compounds, 0.06% hits; in the data active = inhibition above about 40%; inconclusive = no clear call, values can overlap the other calls;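 also: 0% = no compound wells with probe peptide and 100% = reference peptide inhibitor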
Target sequence (P10415 whole entry, looked up): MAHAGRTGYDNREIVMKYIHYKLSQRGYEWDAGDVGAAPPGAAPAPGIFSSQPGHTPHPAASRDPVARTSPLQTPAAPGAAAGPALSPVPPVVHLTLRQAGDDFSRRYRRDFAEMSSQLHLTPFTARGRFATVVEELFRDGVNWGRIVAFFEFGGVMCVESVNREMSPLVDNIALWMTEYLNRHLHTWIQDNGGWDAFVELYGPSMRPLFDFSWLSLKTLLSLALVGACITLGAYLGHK
Bfl-1 Bim block – disrupts Bim binding to human Bfl-1 | Q16548 | Bead-based flow cytometry, Bim-Bfl-1 binding inhibition | inhibition, % at 10 µM | 190,000 compounds, 0.12% hits | AID 1008;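 also: 0% = wells without compound plus tracer and 100% = blocker peptide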
ABCB1 inh – blocks JC-1 efflux by human ABCB1 transporter; P08183; CCRF-Adr cells, flow cytometry; inhibition, % at 6.6 µM; 190,000 compounds, 0.067% hits; AID 1326; in the data active = inhibition above about 40%;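 also: 0% = vehicle and 100% = reference inhibitor; higher value means more JC-1 retained so stronger ABCB1 efflux block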
Bim-Bcl-B – disrupts Bim peptide binding to human Bcl-B | Q9HD36 | bead-based flow cytometry | inhibition, % at 10 µM | 190,000 compounds, 0.073% hits | AID 951;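 also: 0% = tracer peptide without compound and 100% = reference inhibitor peptide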
Target sequence (Q9HD36 whole entry, looked up): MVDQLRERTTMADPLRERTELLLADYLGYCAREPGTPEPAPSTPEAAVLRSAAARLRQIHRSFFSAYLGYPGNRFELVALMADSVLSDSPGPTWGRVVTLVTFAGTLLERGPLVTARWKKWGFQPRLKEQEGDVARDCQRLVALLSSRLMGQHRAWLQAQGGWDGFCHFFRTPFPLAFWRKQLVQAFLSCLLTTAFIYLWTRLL
Bim-Bcl-W – human Bim-Bcl-W interaction inhibition; Q92843; bead-based flow cytometry, Bim peptide-Bcl-W binding; inhibition, % at 10 µM; 190,000 compounds, 0.02% hits;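 also: 0% = bound tracer without compound and 100% = peptide blocker; higher means less fluorescent Bim peptide bound to Bcl-W beads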
Target sequence (Q92843 whole entry, looked up): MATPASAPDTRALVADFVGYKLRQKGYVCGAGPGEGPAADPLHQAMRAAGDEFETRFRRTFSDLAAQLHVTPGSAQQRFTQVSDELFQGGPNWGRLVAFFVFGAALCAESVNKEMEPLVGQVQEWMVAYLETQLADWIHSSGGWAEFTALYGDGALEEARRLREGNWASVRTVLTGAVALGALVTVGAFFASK
Bim-Bcl-XL – inhibitors of Bim-Bcl-XL interaction, human | Q07817 | AID 1007 | Bim peptide-Bcl-XL binding, bead flow cytometry, fluorescence | inhibition, % at 10 µM | 190,000 compounds, 0.04% hits
Avidin fluor – avidin bead compound fluorescence profile | AID 1775 | 220,000 compounds, 0.38% hits | Avidin beads, compound fluorescence 488/530 nm, flow cytometry; hits give high values | fluorescence (KMESF) at 10 µM; in the data active = fluorescence above about 47; also: inactives centre near 10
RGS4-Gao reg – modulates binding of RGS4 to human Galphao; binding response (% of control), % at 10 µM; Multiplexed bead flow cytometry; actives lie on both sides; 220,000 compounds, 0.33% hits; in the data active = binding response below about 49% or above about 150%; inactive = in between;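 also: fluorescent Galphao activated with aluminum fluoride binding bead-coupled RGS4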
GSH fluor – compound fluoresces at 488/530 nm on GSH beads | fluorescence (KMESF) at 10 µM | AID 1776 | GSH beads flow cytometry, compound fluorescence 488/530 nm; hits give high values | 190,000 compounds, 0.25% hits; in the data active = fluorescence above about 89;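 also: glutathione beads carrying GST-tagged Bcl family fusion proteins plus one bare bead set; values are compound well signal with DMSO vehicle wells as background; inactives centre near 16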
Starred values were filed as active, the others as inactive; u = inconclusive; x = not tested or not shown; [ ] = dose if it differs, or a comment. Rule as the data show it, unless noted: active = inhibition above about 40%. Hits appear at their usual frequency. Share with any hit: about 1.3%.

SMILES	ABCG2 block	RGS7-Gao reg	Bcl-2 Bim block	Bfl-1 Bim block	ABCB1 inh	Bim-Bcl-B	Bim-Bcl-W	Bim-Bcl-XL	Avidin fluor	RGS4-Gao reg	GSH fluor
COC(=O)c1ccc(NC(=O)COC(=O)C2CC(=O)N(Cc3ccccc3)C2)cc1 (stereo not given)	0	98	2	7	0.0	2	-2	0	8	102	17
O=C(N/N=C/c1cc([N+](=O)[O-])ccc1N1CCNCC1)c1ccc([N+](=O)[O-])cc1	1	93	-1	0	0.1	2	-1	-2	15	94	20
Cc1ccc(S(=O)(=O)N(C)CC(=O)Nc2cccc3c2CCCC3)cc1	2	96	-4	0	0.4	-1	-3	-1	9	92	16
O=C(NCc1cccnc1)c1ccc([N+](=O)[O-])cc1	3	96	-2	-3	0.5	-3	0	0	9	100	25
CCOc1ccc(-c2nnc(-c3ccccc3)o2)cc1	6	94	10	-2	0.3	-7	-4	-9	5	96	16
CCOC(=O)c1cc2sccc2n1CC(=O)c1ccc2c(c1)OCCO2	24	102	-6	-7	-0.2	-9	3	-3	6	100	14
Cc1ccc(CNC(=O)CSCC(=O)O)cc1	0	104	-7	-11	0.1	-11	5	-4	10	106	10
COC(=O)c1ccccc1NC(=O)Cn1cnc2ccc(S(=O)(=O)N3CCC(C)CC3)cc2c1=O	0	100	-2	-2	0.4	0	-3	0	11	100	21
CCOC(=O)C1CCCN(C2CC(=O)N(c3ccc(NC(C)=O)cc3)C2=O)C1 (stereo not given)	5	101	1	3	0.7	4	-3	0	9	100	28
COC(=O)CNc1n[nH]c(=S)[nH]c1=O	10	104	-10	-12	0.3	-2	1	-1	35	99	22
Cc1ccc2c(c1)C(O)(c1c(C)[nH]c3ccccc13)C(=O)N2 (stereo not given)	0	99	-3	1	0.1	-2	0	-3	7	100	28
N/C(=N\OC(=O)c1ccc(Cl)c(Cl)c1)c1ccccn1	1	99	-2	-1	0.1	-1	0	-1	10	99	21
Cc1ccccc1NCC(=O)c1ccc(Br)cc1	4	99	0	7	0.5	-1	0	-2	21	99	10
CC(C)c1ccc(CC(NC(=O)c2ccccc2)C(=O)NCC(=O)O)cc1 (stereo not given)	13	u	1	3	-0.2	0	-2	-2	12	94	12
O=c1c2ccccc2nnn1CSc1ccccc1	27	101	-9	-7	0.4	-10	-8	-8	21	105	12
COc1ccc(-c2csc3[nH]c(=S)n(-c4ccccc4)c(=O)c23)cc1OC	0	107	4	3	-0.3	-3	0	-5	3	105	7
C=CCN(C(=O)CN1CCOCC1)c1nc(C)c(-c2ccccc2)s1	7	98	-17	-10	-0.2	-26	1	-8	7	104	43
COc1ccc(CCNC(=O)c2cnccn2)cc1	1	100	-4	-13	0.3	-4	1	-5	7	102	22
Cc1ccc(S(=O)(=O)N(C)C)cc1NC(=O)COC(=O)c1ccc2c(c1)OCCO2	26	94	-6	-4	1.8	-5	-1	-2	5	96	16
NC(=O)NCc1ccc(F)cc1	-1	102	-1	-6	-0.1	-2	-1	-1	6	100	19
Cc1nc2ccc(NC(=O)Cc3ccc4c(c3)OCCO4)cc2s1	12	100	-3	-5	0.2	-11	-3	-3	22	102	11
CCOc1ccc(S(=O)(=O)Nc2nc3ccccc3nc2N2CCN(C)CC2)cc1	0	102	-1	-1	-0.1	-2	-3	-2	38	101	16
C#CCOCCOCCOCCNc1nc(N2CCN(C(=O)C(Cc3ccc(O)cc3)n3cc(C(N)CC(C)C)nn3)CC2)nc(N2CCN(C(=O)C(Cc3cc4ccccc4[nH]3)n3cc(C(N)C(C)CC)nn3)CC2)n1 (stereo not given)	-1	98	-1	-5	0.0	-7	-1	-2	5	101	17
CCOC(=O)c1ccc(Oc2nc(NC)nc(Nc3ccccc3)n2)cc1	3	101	-1	0	0.4	0	2	0	30	102	16
Cc1occc1C(=O)NNC(=O)NC12CC3CC(CC(C3)C1)C2	0	103	-2	-6	0.2	-4	0	-1	10	102	9
SMILES	ABCG2 block	RGS7-Gao reg	Bcl-2 Bim block	Bfl-1 Bim block	ABCB1 inh	Bim-Bcl-B	Bim-Bcl-W	Bim-Bcl-XL	Avidin fluor	RGS4-Gao reg	GSH fluor
C/C(=N\OC(=O)c1ccccc1)c1cc(-c2ccc(Cl)cc2)no1	1	100	-3	-2	0.0	-1	-3	-5	5	101	16
CCCN(C(=O)CCl)C1=CCCCC1	2	89	0	-3	1.4	-1	2	-1	5	93	15
CCOc1ccc(-n2cnnn2)cc1S(=O)(=O)Nc1c(C)cccc1C	3	98	-10	-10	0.7	-5	1	1	12	99	33
CC(C)N1CCc2c(sc(NC(=O)c3ccc(S(=O)(=O)N4CCc5ccccc54)cc3)c2C(N)=O)C1	0	153*[activator]	-1	-2	1.0	-4	-2	-2	5	147	19
CCOC(=O)Cc1c(C)nc2c(-c3ccccc3)cnn2c1C	6	101	-7	-9	0.6	-7	0	-4	9	101	52
N#Cc1c(-n2cccc2)cccc1-n1cccc1	7	100	0	0	0.7	0	0	1	39	103	11
Nc1ncnc2nc(SCCOc3ccc(Cl)cc3)[nH]c12	2	99	-7	-15	0.1	-9	-2	-12	15	101	11
Cn1c(SCC(=O)N2CCCc3ccccc32)nc2cccnc21	0	104	-2	4	-0.4	-2	0	-3	8	104	16
CCCCCCc1ccc(-c2ncc(N)cn2)cc1	0	99	-2	-5	0.2	1	0	0	9	98	51
C=CCn1c(SCC(=O)c2ccc(OC)cc2)nnc1C(C)NC(=O)c1cccs1 (stereo not given)	-2	104	-6	-6	0.5	-9	-2	-7	13	102	37
COc1cc(Cn2c(N)c(C#N)c3nc4ccccc4nc32)cc(OC)c1	5	100	-3	1	0.4	0	-2	1	41	99	13
COc1ccc(N2CCN(CC(=O)Nc3ccc(SC(F)F)cc3)CC2)cc1	10	97	-8	-8	0.5	-12	-5	-6	6	106	15
COc1ccc(-c2cc(-c3nnc(COC(=O)c4ccncc4)o3)c3ccccc3n2)cc1OC	5	103	1	-1	1.1	-3	0	0	10	101	x
O=C(Nc1cnn(C23CC4CC(CC(C4)C2)C3)c1)c1cnn2cccnc12	44	99	-8	-13	-0.8	-9	-1	-4	7	100	14
Oc1c(Br)cc(Br)cc1CNc1ccc(F)cc1	0	97	1	0	-0.3	-2	1	3	9	102	12
Cc1ccccc1-c1cc2nc(-c3ccc([N+](=O)[O-])cc3)cc(=O)n2[nH]1	1	103	-3	-7	0.8	0	0	-1	10	101	22
COCCOC(=O)CC1=NC(=O)CS1	0	108	-1	-1	-0.1	2	1	-1	17	109	14
Cc1onc(C(=O)N2CCOCC2)c1[N+](=O)[O-]	11	104	-8	-9	4.3	-7	-2	-5	9	103	18
CCC(C)Nc1c([N+](=O)[O-])cc(C)cc1[N+](=O)[O-] (stereo not given)	3	110	-2	1	0.6	-2	-1	1	7	112	24
COc1ccc(NC(=S)Nc2ccccc2C(F)(F)F)cc1	21	110	-2	-1	0.4	-4	1	-2	11	108	17
O=C(CN(Cc1ccc(Cl)c(Cl)c1)S(=O)(=O)c1ccccc1)N/N=C\c1ccc2c(c1)OCO2	1	98	-4	-1	0.6	0	-2	-2	7	99	20
c1ccc2sc(NC3=NCN(C4CCCCC4)CN3)nc2c1	3	93	-1	-1	1.0	0	0	-1	35	96	16
CCOc1ccccc1NC(=O)Nc1c(C)n(-c2ccccc2)c(=O)n1C	-1	93	0	-2	-0.1	-1	0	0	29	90	17
CCOC(=O)c1[nH]c(C)c(C(=O)N2CCN(C(=O)OCC)CC2)c1CC	0	103	-3	-11	0.0	-8	4	-12	11	96	29
COC(=O)C1CCN(C(=O)c2ccccc2Oc2ccccc2)CC1	1	96	-2	0	0.3	-5	0	0	6	91	17
SMILES	ABCG2 block	RGS7-Gao reg	Bcl-2 Bim block	Bfl-1 Bim block	ABCB1 inh	Bim-Bcl-B	Bim-Bcl-W	Bim-Bcl-XL	Avidin fluor	RGS4-Gao reg	GSH fluor
Cc1cccc(NC(=O)CSc2nnc(CNC(=O)c3ccc(S(=O)(=O)N(C)C)cc3)n2-c2ccc(F)cc2)c1	4	99	-5	-2	0.8	-5	-5	-7	4	101	10
CCc1ccc(NC2CC(=O)N(c3ccc(OC)cc3OC)C2=O)cc1 (stereo not given)	6	99	-9	-11	0.3	-8	1	1	15	103	39
CCC(=O)Nc1nnc(SCc2cccc(F)c2)s1	2	104	-1	-4	-0.2	-4	0	-5	21	102	13
Cc1ccc(C(=O)NNc2cc(N3CCCC3)nc(N3CCCC3)n2)cc1	7	105	13	1	2.3	14	13	0	10	99	45
CCc1nc(NCc2ccccc2)c(C#N)c2c1CCCC2	3	103	-12	-17	0.6	-8	-6	-6	11	101	13
CCC(=O)N1N=C(c2ccc(C)o2)CC1c1ccc(N(C)C)cc1 (stereo not given)	-7	99	6	7	-1.2	0	-3	-2	9	102	11
CC(NC(=O)c1ccc(CS(=O)(=O)c2cccc(C(F)(F)F)c2)o1)c1ccc2c(c1)OCCO2 (stereo not given)	29	101	0	-2	3.0	-2	0	-7	8	103	34
Cc1cc(C)c(C)c(N=Nc2nc3ccccc3n2C)c1C	22	96	-1	-3	11	-5	0	-9	6	100	11
CNC(=O)Nc1ccc(Cl)cc1	4	100	-8	-13	0.4	-8	-1	-4	9	102	17
O=C(c1cccc(F)c1)N1CCN(Cc2c[nH]c3ccccc23)CC1	1	102	-13	-12	0.3	-11	-4	-10	7	104	11
O=C(Nc1cccc2cccnc12)c1ccc(Br)o1	5	94	-11	-10	0.4	-9	-1	-4	9	99	11
O=C1N/C(=C/c2cccn2-c2ccc(F)cc2)C(=O)N1Cc1ccccc1	2	92	0	-10	1.0	-2	0	-2	3	92	17
O=C(CSc1nnc(Cn2nnc3ccccc32)o1)N(Cc1ccc(Cl)cc1)c1ccccc1	4	100	-3	-1	2.1	-4	-1	-1	37	101	12
O=c1c(Cc2ccc(F)cc2)c(O)ccn1CCc1cnc[nH]1	2	104	0	-3	-0.2	0	-1	-2	9	102	25
CCc1ccc2nc(NC(=O)CSCc3c(C)noc3C)sc2c1	9	94	0	-1	3.8	-3	-1	-4	8	104	19
O=C1C(C=NCc2ccncc2)=C(O)c2ccccc21	0	100	-9	-7	0.0	-6	4	-6	10	103	7
O=C(O)CCCCCNC(=O)c1ccc(Br)cc1	-1	105	3	1	-0.1	2	2	1	14	109	9
CCOc1ccccc1C(=O)N1CCN(c2ccc(C(F)(F)F)cn2)CC1	3	104	-2	-3	-1.4	0	0	-1	10	102	17
COc1ccc(NC(=O)N2CCCC2C(=O)NCc2ccc(C)cc2)cc1 (stereo not given)	2	u	1	-3	0.2	-2	0	-1	7	100	10
N/C(=N\OC(=O)CC(c1ccccc1)c1ccccc1)c1cccnc1	3	105	3	-2	-0.2	0	2	0	12	102	13

Compounds from the list above that have a cyano group (three):
SMILES	ABCG2 block	RGS7-Gao reg	Bcl-2 Bim block	Bfl-1 Bim block	ABCB1 inh	Bim-Bcl-B	Bim-Bcl-W	Bim-Bcl-XL	Avidin fluor	RGS4-Gao reg	GSH fluor
N#Cc1c(-n2cccc2)cccc1-n1cccc1	7	100	0	0	0.7	0	0	1	39	103	11
COc1cc(Cn2c(N)c(C#N)c3nc4ccccc4nc32)cc(OC)c1	5	100	-3	1	0.4	0	-2	1	41	99	13
CCc1nc(NCc2ccccc2)c(C#N)c2c1CCCC2	3	103	-12	-17	0.6	-8	-6	-6	11	101	13

Screens from PubChem.
